C-LANA FP – inhibitors of KSHV C-LANA binding to DNA, primary screen, biochemical, fluorescence polarization, FAM-LBS DNA, MBP-C-LANA, single point | inhibition, % at 9 µM | 340,000 tested, 0.078% active | AID 504423, 2011;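 active = highest replicate inhibition at or above 60% at 9 µM, even if other replicates fall short; inactive = all replicates below 60% inhibition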;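 also: 0% = neutral control wells and 100% = 4 µM acridine orange control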
Cardiac RTF inh – cardiac RTF calcium sensitivity inhibitors, primary screen, biochemical, IANBD-TnC fluorescence, EC70 calcium. AID 493244, 2011. inhibition, % at 7.15 µM. Troponin I, cardiac muscle (Homo sapiens) + Troponin T, cardiac muscle (Homo sapiens) + …. 340,000 tested, 0.12% active. IANBD-labeled cardiac RTF, Ca2+ fluorescence;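 active = inhibition above the mean inhibition of all tested compounds plus 3 SD, cut at about 17% in these data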;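 also: assay run at fixed EC70 calcium of 1.6 mM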
OPRM1-OPRD1 inv – inverse agonists of MOR-DOR heterodimerization, primary screen, cell-based, luminescence. 340,000 tested, 0.21% active. inhibition, % at 9.3 µM. cell-based MOR-DOR heterodimer luminescence, inverse agonism. Mu-type opioid receptor (Homo sapiens) + Delta-type opioid receptor (Homo sapiens), …; in the data active = inhibition above about 22%, passing the limit was not always enough;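 also: 0% = cells with DMSO and 100% = wells without cells with DMSO; values of inactives mirror those of a sister screen read the other way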
V-ATPase pH – regulators of yeast V-ATPase proton pumping, primary screen, pHLuorin cytosolic pH fluorescence. S. cerevisiae. 350,000 tested, 0.37% active. response, % at 10 µM; in the data active = response mostly above about 7.3%, no sharp cut-off; inactive = mostly below about 5.4%; also: actives read high; inactives centre near 0; some compounds called inactive have numbers as strong as hits; reference of the scale not given here
MOR-DOR ag – agonists of OPRM1-OPRD1 heterodimerization, primary screen, cell-based, luminescence | 340,000 tested, 0.3% active | activation, % at 9.3 µM | cells | AID 504326, 2011; in the data active = activation above about 18%;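 also: 0% = vehicle-treated cells and 100% = reference agonist; values of inactives mirror those of a sister screen read the other way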
HTR5A ag ctr – HTR5A agonists in luminescence cell assay, primary screen, counter-screen for OPRM1-OPRD1 heterodimer agonist project, full-deck HTS | cell-based | 5-hydroxytryptamine receptor 5A (Homo sapiens), P47898 | activation, % at 9.3 µM | 340,000 tested, 0.61% active | AID 504692, 2011; in the data active = activation mostly above about 9.5%, no sharp cut-off; inactive = mostly below about 7.6%;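 also: 0% = cells with vehicle only and 100% = reference agonist; strong numbers were not always called active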
Target sequence (P47898 whole entry, looked up): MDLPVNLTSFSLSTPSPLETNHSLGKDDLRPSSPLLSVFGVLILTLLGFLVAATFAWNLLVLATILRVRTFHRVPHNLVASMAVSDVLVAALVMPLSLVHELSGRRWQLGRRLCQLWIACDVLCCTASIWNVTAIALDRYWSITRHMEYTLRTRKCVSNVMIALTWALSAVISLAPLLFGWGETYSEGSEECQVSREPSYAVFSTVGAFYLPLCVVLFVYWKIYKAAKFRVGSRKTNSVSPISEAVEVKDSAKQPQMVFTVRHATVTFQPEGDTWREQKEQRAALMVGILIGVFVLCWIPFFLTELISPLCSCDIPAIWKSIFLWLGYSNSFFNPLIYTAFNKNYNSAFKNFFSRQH
HTR5A inv ag – HTR5A inverse agonists in luminescence cell assay, primary screen, counter-screen for OPRM1-OPRD1 heterodimer inverse agonist project, full-deck HTS. 5-hydroxytryptamine receptor 5A (Homo sapiens), P47898. HTR5A cell line, inverse agonism. inhibition, % at 9.3 µM. 340,000 tested, 0.083% active. AID 504634, 2011; in the data active = inhibition mostly above about 23%, no sharp cut-off; inactive = mostly below about 18%;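 also: 0% = cells with DMSO and 100% = no-cell wells with DMSO; some compounds called inactive have numbers as strong as hits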
CAL-PDZ inh HTS – untagged CAL PDZ binding inhibitors, primary screen, biochemical, fluorescence polarization, HTS | purified CAL PDZ, TMR-peptide fluorescence polarization, 1 h | inhibition, % at 24.9 µM | AID 602252, 2012 | 300,000 tested, 0.92% active;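 active = mean inhibition of at least 30% with at least half of replicates also reaching 30%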;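 also: 0% = DMSO neutral control and 100% = excess unlabeled competitor peptide PRC23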
Keap1-Nrf2 PPI – Keap1-Nrf2 protein-protein interaction inhibitors, primary screen, biochemical, fluorescence polarization, single point | inhibition, % at 9.4 µM | 340,000 tested, 0.15% active | AID 504523, 2011 | Keap1 Kelch-Nrf2 peptide fluorescence polarization, 1536-well | Kelch-like ECH-associated protein 1 (Homo sapiens), Q14145; in the data active = inhibition above about 12%;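 also: human Keap1 Kelch domain with fluorescein labeled Nrf2 9mer peptide probe; 0% = neutral control wells and 100% = peptide positive control; higher means more block of Keap1 binding to Nrf2 peptide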
Target sequence (Q14145 whole entry, looked up, the tested form may be a part): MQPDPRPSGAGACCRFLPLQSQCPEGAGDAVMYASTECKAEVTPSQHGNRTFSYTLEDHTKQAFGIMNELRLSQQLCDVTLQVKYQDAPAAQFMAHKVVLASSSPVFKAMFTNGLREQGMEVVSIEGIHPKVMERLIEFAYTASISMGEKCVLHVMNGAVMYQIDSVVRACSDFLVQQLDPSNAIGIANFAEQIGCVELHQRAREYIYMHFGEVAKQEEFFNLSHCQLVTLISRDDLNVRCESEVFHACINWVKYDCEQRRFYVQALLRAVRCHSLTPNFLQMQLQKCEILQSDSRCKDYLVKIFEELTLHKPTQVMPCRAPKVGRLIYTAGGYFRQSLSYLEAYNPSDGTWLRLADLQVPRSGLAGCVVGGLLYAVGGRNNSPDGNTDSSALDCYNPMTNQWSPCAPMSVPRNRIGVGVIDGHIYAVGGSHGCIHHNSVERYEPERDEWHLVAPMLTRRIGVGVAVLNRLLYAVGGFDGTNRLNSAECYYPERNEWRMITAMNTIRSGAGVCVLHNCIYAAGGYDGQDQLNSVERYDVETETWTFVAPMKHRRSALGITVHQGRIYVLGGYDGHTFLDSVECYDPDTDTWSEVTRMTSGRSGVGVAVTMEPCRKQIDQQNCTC
cardiac RTF act – cardiac RTF calcium sensitivity activators, primary screen, biochemical, IANBD-TnC fluorescence, EC20 calcium | Troponin I, cardiac muscle (Homo sapiens) + Troponin T, cardiac muscle (Homo sapiens) + … | IANBD-labeled TnC RTF fluorescence at EC20 calcium; 0% EC20 calcium, 100% full calcium | activation, % at 7.2 µM | 340,000 tested, 0.24% active;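 active = activation above the mean over all tested compounds plus 3 SD, cut at about 30% in these data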;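 also: rise in fluorescence read as greater calcium sensitivity of cardiac thin filaments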
Active calls of the source: *; . = not tested or not shown.

Compound	HTR5A inv ag	CAL-PDZ inh HTS	V-ATPase pH	HTR5A ag ctr	Cardiac RTF inh	OPRM1-OPRD1 inv	C-LANA FP	cardiac RTF act	MOR-DOR ag	Keap1-Nrf2 PPI
CCCSc1nnc(NC(=O)Nc2ccc(F)cc2)s1	-11	-2	3	-1	0	-35	-1.9	5	5.8	-2
CCOC(=O)c1c(C)[nH]c(C(=O)OCC(=O)N2CCc3ccccc32)c1C	-32	-3	-1	0	4	-19	-0.3	-4	3.2	-3
Cc1cccnc1NC(=O)CCC(=O)c1cccs1	-3	.	0	1	-4	7	-0.8	-1	-1.3	-3
CCN1CC2([N+](=O)[O-])C=CC(=O)C([N+](=O)[O-])(C1)C2CC(=O)c1ccccc1 (stereo not drawn)	-5	-3	0	3	-14	-1	3.1	-1	0.2	-3
CCOc1ncccc1C(=O)Nc1ccc(F)cc1	2	7	3	-1	-1	-7	0.7	-1	1.4	-2
CN(Cc1ccccc1)C(=O)c1nc2ccccn2c1CNCCOc1cccnc1	-24	1	3	7	3	9	0.1	0	-1.8	-1
O=C(COC(=O)c1cccc(OC(F)F)c1)NCC1CCCO1 (stereo not drawn)	12	1	-4	-3	-5	8	2.8	-7	-1.5	1
CC(O)C(NS(=O)(=O)c1ccc(Cl)cc1)C(=O)OCc1cc([N+](=O)[O-])cc2c1OCOC2 (stereo not drawn)	-1	-5	-2	0	-2	0	0.0	8	0.0	1
O=C(CCS(=O)(=O)c1ccccc1)OCC(=O)N1CCN(S(=O)(=O)c2ccc(Cl)cc2)CC1	-20	4	2	8	-6	22	-0.8	3	-4.2	2
COCCN(C(=O)COC(=O)CCC(=O)c1ccc(Cl)cc1)c1c(N)n(Cc2ccccc2)c(=O)[nH]c1=O	20	-3	-3	-2	-4	14	-2.1	1	-2.6	-8
O=c1cc(-c2cccc(F)c2)oc2ccccc12	3	.	1	-1	0	9	-2.7	-2	-1.7	-3
COc1ccc(S(=O)(=O)Nc2ccccc2Cl)cc1NC(C)=O	9	2	-4	-3	1	16	2.3	11	-3.0	-5
O=C(c1ccc(F)cc1F)N1CCN(S(=O)(=O)c2ccc3c(c2)OCCO3)CC1	9	31*	-1	-4	-7	9	-1.2	-2	-2.0	-3
CC1CCCN(C(=O)Cn2nnc(-c3cccnc3)n2)C1 (stereo not drawn)	-28	7	2	-4	1	-3	1.2	1	0.5	0
Cc1cc(NC(=O)CSc2nnnn2-c2ccccc2F)no1	1	-4	-1	1	-15	5	0.3	13	-0.8	0
c1cncc(-c2nnc(C3CCCCC3)o2)c1	-11	1	-1	4	0	15	-1.0	-2	-3.4	3
Cc1ccc(-n2c(COc3cccc(C)c3)n[nH]c2=S)cc1	14	6	1	-3	-10	-12	0.7	12	2.2	-2
O=C(Nc1ccccc1F)c1coc(=O)c(Br)c1	5	1	3	-1	-2	5	87*	-2	-0.9	4
O=C1CC(C(=O)Nc2ccccc2)C2(CCCCC2)O1 (stereo not drawn)	18	-6	0	-7	-15	11	4.2	1	-2.2	-7
COc1ccc(C(=O)OC(C)CN2CCOCC2)cc1OC (stereo not drawn)	12	-2	-3	-5	-33	4	0.5	-5	-0.7	-10
O=C(Cn1cc2c(n1)CCCC2)NCc1cccs1	12	.	1	-4	0	-1	-0.7	2	0.1	3
COc1ccc(C(=O)NC(=S)N2CCN(c3ccccc3O)CC2)cc1	2	3	-4	-1	3	-11	0.0	-5	2.6	-5
O=C(CSc1nc2ccc(Cl)cc2[nH]1)N1CCN(C(=O)c2ccco2)CC1	6	-5	7	-2	-9	-7	-0.2	3	1.3	-3
NC(=S)N/N=C/c1coc2c(ccc3ccccc32)c1=O	-9	-1	10	2	-8	-5	0.0	-3	0.9	0
CCOC(=O)c1ccc(S(=O)(=O)N2CCN(Cc3cc4c(cc3O)OCO4)CC2)cc1	-28	0	0	10	-3	-3	3.0	2	0.6	1
CCOC(=O)C1C(=O)C=C(c2ccccc2)CC1c1ccccc1 (stereo not drawn)	10	-7	0	-2	6	-9	0.8	-5	1.8	-3
O=C(CN1C(=O)c2ccccc2S1(=O)=O)N1CCN(c2ccc(F)cc2)CC1	0	-11	7	-1	4	12	-1.0	7	-2.1	3
COc1cccc(CNc2ncn[nH]2)c1OCc1ccccc1F	1	-6	3	0	-5	13	-2.4	-4	-2.8	-4
CCOC(=O)CSc1nc(NC#N)nc(N(CC)CC)n1	-14	-5	2	-4	2	6	2.5	2	-1.1	-8
CCc1c(C)c2ccc(OC3CCCCC3=O)cc2oc1=O (stereo not drawn)	-20	0	1	5	6	8	-1.5	-5	-1.7	0
Cc1ccc(Nc2nc(N)c3ccccc3n2)cc1Cl	-22	-1	2	6	-7	-30	0.5	-5	6.3	-1
CC(C)(C)n1cnc2cc(NS(=O)(=O)c3ccccc3)ccc21	18	-2	-5	-8	2	15	1.4	-2	-3.6	2
CCn1c(NCc2ccccc2NS(=O)(=O)c2ccc(C)cc2)nc2ccccc21	10	-2	1	-3	14	4	0.9	-9	-0.8	5
Cc1cc(Cl)c2oc(C(=O)N(C)C(C)c3ccccn3)c(C)c2c1 (stereo not drawn)	14	0	2	2	-3	-14	-0.3	-2	2.7	0
CS/C(=C\[N+](=O)[O-])Nc1ccc(F)cc1	-9	-5	0	3	0	13	-1.1	9	-2.4	0
Cc1ccc(S(=O)(=O)N2CCN(C(=O)Cn3c(=O)oc4ccccc43)CC2)cc1	-14	.	1	-2	-11	17	0.2	-1	-4.3	3
CCn1c(CC(=O)Nc2ccccc2C)nnc1SCC(=O)Nc1nncs1	3	-7	-3	-1	3	11	-0.3	6	-1.9	-6
C=CC[C@@H](CC(=O)NCCO)C(=O)NC[C@H](OC(=O)[C@@H](CC=C)Cc1ccc(F)cc1)c1ccccc1	1	-1	-3	0	1	11	0.3	1	-2.1	2
Cc1cc(C)cc(OCC(=O)OCc2cc([N+](=O)[O-])cc3c2OCOC3)c1	7	-2	1	-2	-8	-1	-2.7	-3	0.2	-3
CCCCCCOC(=O)c1ccc(NC(=O)c2cc(OC)c(OC)c(OC)c2Br)cc1	-29	0	0	11	-8	10	-0.7	-4	-2.0	2
NS(=O)(=O)c1ccc(CNS(=O)(=O)c2ccc3ccccc3c2)cc1	5	1	3	-5	-5	21	1.3	-2	-3.7	3
O=C(CNC(=O)c1ccc(Cl)cc1Cl)NCc1ccccn1	-5	1	6	-5	4	12	0.1	-2	-3.0	3
CCCCS(=O)(=O)N1CCCC(C(=O)Oc2ccc(Cl)cc2)C1 (stereo not drawn)	-11	-3	-1	3	1	6	.	2	-1.1	-5
Cc1nc2c(C)cccc2c2c1COC2	22	-2	-2	-2	1	18	-1.2	5	-3.6	-5
COc1cc2[nH]c(C(=O)N3CCc4ccccc4C3)cc2c(OC)c1OC	30	-3	0	-3	4	9	0.8	-10	-1.7	2
CC1CCCC(NC(=O)c2ccc3c(c2)OCCO3)C1C (stereo not drawn)	-13	1	2	5	0	11	0.3	-2	-2.6	2
Oc1cc(-c2cccnc2)cc2cccnc12	26	-2	-1	-10	-7	11	0.7	1	-2.0	0
O=C(NCc1ccccc1)C(=O)Nc1nccs1	-10	-6	3	3	-16	-6	-1.4	2	1.1	-2
CCN(Cc1ccccc1)C(=O)CSc1nc(C)cc2c1C(=O)OC2	6	-1	0	3	5	1	-0.2	4	-0.2	-8
CC(C)(C)N1C(=O)[C@H]2[C@@H](c3ccc(Br)cc3)N3C(=O)N(c4cccc(Cl)c4)C(=O)[C@@]3(Cc3ccccc3)[C@H]2C1=O	-4	5	3	1	-7	-12	-0.8	3	2.1	-17

The list goes on:
Compound	HTR5A inv ag	CAL-PDZ inh HTS	V-ATPase pH	HTR5A ag ctr	Cardiac RTF inh	OPRM1-OPRD1 inv	C-LANA FP	cardiac RTF act	MOR-DOR ag	Keap1-Nrf2 PPI
Cc1cccc(N2CCN(CC3CCCCC3)CC2)c1C	11	47*	0	-3	6	-40	1.4	-1	8.0	-8
CS(=O)(=O)N1CCN(C(=O)NC23CC4CC(CC(C4)C2)C3)CC1	5	-3	0	5	-5	-8	-0.1	4	1.6	-3
CC(C)(C)Cc1nnc(NC(=O)CCC2CCCCC2)s1	11	-1	1	-3	-4	1	-3.8	-4	-0.2	0
CCC(=O)N(Cc1cc(=O)[nH]c2ccccc12)c1ccccc1OC	5	-4	2	-1	-7	8	-2.7	-3	-1.6	-4
CCC(CC)C(=O)N1CCCC(c2nc(-c3cccs3)no2)C1 (stereo not drawn)	-20	12	-3	2	-12	6	-0.9	-2	-1.2	2
CC1CC(C)CN(c2cc(=O)n(Cc3ccc(F)cc3)c(=O)[nH]2)C1 (stereo not drawn)	4	-2	-3	-4	-4	9	-2.5	-6	-1.6	-1
Fc1ccc(CNC2CCN(Cc3ccccc3)CC2)cc1	24	.	3	-1	-10	-1	.	6	0.2	4
CN(C)c1cccc(C(=O)Nc2ccc(S(=O)(=O)Nc3nccs3)cc2)c1	1	0	2	0	-19	6	-3.2	-4	-1.0	3
CCS(=O)(=O)N1CCCC(C(=O)NCCCN(C)Cc2ccccc2)C1 (stereo not drawn)	-2	-1	3	-1	6	12	-1.4	1	-2.2	-3
CCSc1ccc([C@@H]2[C@@H]3C(=O)N(CC)C(=O)[C@@H]3[C@]3(C(=O)OC)CCCCN23)cc1OC	-2	-2	1	-1	-9	1	0.5	-3	-0.2	-2
O=C(Nc1ccccc1F)Nc1ccccc1F	8	-2	4	-3	-7	-1	-1.4	-5	0.2	-6
CCOC(=O)c1ccc(NC(=O)Nc2ccn(C)n2)cc1	31	.	2	3	-3	-1	11	8	0.2	2
CN(C)S(=O)(=O)c1cccc(NC(=O)COc2nc3ccccc3nc2N2CCOCC2)c1	-5	2	0	8	-14	4	1.4	2	-0.7	-2
CN(C)c1ccc(C(=O)OCC(=O)NC2CCCCC2)cc1	-11	0	8	0	-6	6	2.7	-2	-1.0	2
FC(F)(F)c1cccc(CNC(=S)Nc2ccccc2)c1	1	-4	2	5	-8	4	1.4	-5	-0.7	-3
COCCCNc1nc2nonc2nc1N1CCN(C2CCCC2)CC1	-17	-1	4	6	2	10	2.5	9	-2.0	-5
COc1ccccc1N1CCN(S(=O)(=O)CCNC(=O)c2cc(OC)c(OC)c(OC)c2)CC1	10	-5	-3	1	0	2	0.2	-5	-0.3	2

High-throughput results from PubChem.
